# Apaf1 inhib: inhibitors of human Apaf-1 apoptosome, primary screen, biochemical, DEVD-Rh110 fluorescence, uHTS | AID 489030, 2010 | 330,000 tested, 0.71% active | inhibition, % at 20 µM | Apoptotic protease-activating factor 1 (Homo sapiens), O14727 | reconstituted apoptosome caspase-3 activity; active = inhibition of at least 40% at 20 µM;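 also: plate controls were DMSO wells for no effect and DEVD-CHO caspase inhibitor wells for full effect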
# Target sequence (O14727 whole entry, looked up): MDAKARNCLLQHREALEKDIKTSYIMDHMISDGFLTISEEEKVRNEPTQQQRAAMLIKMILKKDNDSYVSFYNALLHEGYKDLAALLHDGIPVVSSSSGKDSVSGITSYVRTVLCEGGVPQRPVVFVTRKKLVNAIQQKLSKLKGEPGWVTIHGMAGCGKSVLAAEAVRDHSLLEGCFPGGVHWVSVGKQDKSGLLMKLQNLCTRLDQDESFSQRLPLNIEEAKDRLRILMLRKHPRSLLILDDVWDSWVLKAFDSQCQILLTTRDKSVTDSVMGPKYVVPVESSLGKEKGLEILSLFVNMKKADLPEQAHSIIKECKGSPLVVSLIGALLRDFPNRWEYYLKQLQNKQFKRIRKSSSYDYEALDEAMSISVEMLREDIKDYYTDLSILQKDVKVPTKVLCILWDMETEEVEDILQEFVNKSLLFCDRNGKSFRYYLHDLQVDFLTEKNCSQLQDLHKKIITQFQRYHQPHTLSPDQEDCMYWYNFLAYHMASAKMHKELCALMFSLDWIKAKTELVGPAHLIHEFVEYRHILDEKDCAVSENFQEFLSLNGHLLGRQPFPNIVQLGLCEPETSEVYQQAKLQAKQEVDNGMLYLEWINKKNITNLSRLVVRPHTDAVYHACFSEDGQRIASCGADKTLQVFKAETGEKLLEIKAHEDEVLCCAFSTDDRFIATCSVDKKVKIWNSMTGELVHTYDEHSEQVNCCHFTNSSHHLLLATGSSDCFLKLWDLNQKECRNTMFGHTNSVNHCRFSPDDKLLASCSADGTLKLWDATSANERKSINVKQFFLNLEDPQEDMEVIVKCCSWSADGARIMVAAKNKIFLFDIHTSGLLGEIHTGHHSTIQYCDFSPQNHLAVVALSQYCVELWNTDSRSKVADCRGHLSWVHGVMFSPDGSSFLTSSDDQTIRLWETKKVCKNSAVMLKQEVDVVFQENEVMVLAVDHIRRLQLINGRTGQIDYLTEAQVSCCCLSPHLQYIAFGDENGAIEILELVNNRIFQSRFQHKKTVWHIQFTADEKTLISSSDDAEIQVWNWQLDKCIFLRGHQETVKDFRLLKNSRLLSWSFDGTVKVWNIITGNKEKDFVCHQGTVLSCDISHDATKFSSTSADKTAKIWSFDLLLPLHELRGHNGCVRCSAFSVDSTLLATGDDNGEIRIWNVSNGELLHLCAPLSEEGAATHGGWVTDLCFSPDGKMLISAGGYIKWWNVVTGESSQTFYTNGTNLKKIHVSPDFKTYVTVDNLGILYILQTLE
#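 Material: reconstituted apoptosome with Apaf-1, cytochrome c, caspase-9, procaspase-3, dATP / Buffer or medium: pH 7.5 Hepes buffer with CHAPS, BSA, DTT / Also added: cytochrome c with DEVD-Rh110 / Schedule: compound with Apaf-1, dATP, procaspase-3 30 min, then 50 min reaction, room temperature / Technique: rhodamine 110 fluorescence at Ex 480/Em 540 nm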
# SENP8 block-1: SENP8 protease inhibitors, primary screen, biochemical, luminescence | purified SENP8, Z-RLRGG-aminoluciferin cleavage | AID 2540, 2010 | 330,000 tested, 1.2% active | Sentrin-specific protease 8 (Homo sapiens), Q96LD8 | inhibition, % at 10 µM; in the data active = inhibition above about 50%
# APOBEC3G inh: APOBEC3G DNA deaminase inhibitors, primary screen, biochemical, fluorescence, single-stranded DNA substrate, uHTS; DNA dC->dU-editing enzyme APOBEC-3G (Homo sapiens), Q9HC16; recombinant A3G, ssDNA deamination FAM/TAMRA fluorescence; inhibition, % at 20 µM; 330,000 tested, 0.28% active; AID 493012, 2011;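 active = inhibition of at least 40% at 20 µM, with no more than 30% in the related APOBEC3A deaminase screen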;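 also: plate controls were DMSO wells with A3G for no effect and wells lacking A3G enzyme for full effect; some compounds called inactive have numbers as strong as hits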
# SENP7 block: SENP7 protease inhibitors, primary screen, biochemical, luminescence, uHTS. Sentrin-specific protease 7 (Homo sapiens), Q9BQF6. recombinant SENP7, Z-RLRGG-aminoluciferin luminescence, 40 min. inhibition, % at 5 µM. 330,000 tested, 1.5% active;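 active = inhibition above about 50% at the single test dose, limit read from the data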;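 also: plate controls were DMSO with enzyme for no effect and no enzyme buffer wells for full effect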
# SENP1 inh: human SENP1 catalytic domain inhibitors, primary screen, biochemical, FRET, uHTS; Sentrin-specific protease 1 (Homo sapiens), Q9P0U3; recombinant SENP1 catalytic domain, CyPet-SUMO1-YPet FRET cleavage; inhibition, % at 10 µM; 360,000 tested, 0.21% active; AID 624204, 2012;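 active = inhibition at least 30% at 10 µM, raw YFP signal under a set limit, fluorescence ratio 0.5 to 1.5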;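 also: 0% = enzyme with DMSO and 100% = no enzyme wells; some results filed as inactive read as strong as hits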
#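 Test system: recombinant human SENP1 catalytic domain, His6-tagged / Medium: pH 8 Tris buffer with EDTA, NaCl, BME, BSA, NP40, catalase / Also added: SUMO1 FRET substrate flanked by Cypet and Ypet, 25 nM / Times: 50 min reaction at room temperature / Signal: FRET, CFP and YFP emission / Control set: no-enzyme low control and enzyme-plus-DMSO high control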
# SENP8 block-2: human SENP8 protease inhibitors, primary screen, biochemical, fluorescence, Nedd8 protein substrate, uHTS. recombinant SENP8. inhibition, % at 20 µM. 360,000 tested, 0.64% active. AID 602440, 2012; in the data active = inhibition mostly above about 40%, no sharp cut-off; inactive = mostly below about 27%
# UBC13 polyUb: UBC13 polyubiquitin chain formation inhibitors, primary screen, biochemical, TR-FRET, uHTS. 330,000 tested, 0.47% active. inhibition, % at 20 µM. AID 485273, 2010; in the data active = inhibition above about 45%, passing the limit was not always enough
# SENP6 inh: SENP6 protease inhibitors, primary screen, biochemical, luminescence, uHTS; Recombinant SENP6 catalytic domain, aminoluciferin luminescence; 330,000 tested, 1.8% active; Sentrin-specific protease 6 (Homo sapiens), Q9GZR1; inhibition, % at 10 µM;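 active = inhibition above about 50% at the single tested dose, limit read from the data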;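 also: plate controls were DMSO wells with enzyme for no effect and DMSO wells lacking enzyme for full effect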
# * hit, by the source's call; · = no result given. Rows are unselected, and some 3.6% of all compounds hit somewhere here.
SMILES,Apaf1 inhib,SENP8 block-1,APOBEC3G inh,SENP7 block,SENP1 inh,SENP8 block-2,UBC13 polyUb,SENP6 inh
CCOC(=O)C1=C(C)OC(N)=C(C#N)C1c1cc2ccccc2nc1N1CCCCC1 (stereo unspecified),-7,5,-4,8,·,·,30,4
CCCC(=O)Nc1sc2c(c1C#N)CCCCC2,1,-2,-4,2,-1,3,12,7
COCCN(C(=O)COC(=O)c1sccc1C)c1c(N)n(Cc2ccccc2)c(=O)[nH]c1=O,7,-5,-8,10,1,9,-1,-13
CC1(C)Cc2c(c(=S)nc(-c3ccccc3)n2CCCN2CCOCC2)CO1,1,0,-7,8,-1,10,0,-15
CC(C)(C)c1cc(-c2ccccc2)n[nH]1,-25,2,-3,3,1,29,4,4
CCOc1cc(CNCc2ccc(C(=O)O)cc2)ccc1OC,3,-3,-1,1,0,5,6,-31
O=C(NCc1cccnc1)C1CCC(CNS(=O)(=O)c2cccc3nsnc23)CC1 (stereo unspecified),-20,0,-2,1,2,22,5,3
O=C(NCCc1cccc(F)c1)C1CCN(S(=O)(=O)c2ccc(F)cc2)CC1,5,2,4,5,2,16,7,0
Cc1ccc(OCC(=O)Nc2ccc(C(=O)O)cc2NC(=O)COc2ccc(C)c(C)c2)cc1C,14,-1,-6,5,0,-4,-16,-7
O=C(COC(=O)Cc1ccccc1[N+](=O)[O-])NNC(=O)c1ccc([N+](=O)[O-])cc1,14,-4,-7,-11,2,8,-16,-3

# Some of the entries so far, field by field:
> O=C(NCc1cccnc1)C1CCC(CNS(=O)(=O)c2cccc3nsnc23)CC1 (stereo unspecified)
  Apaf1 inhib: -20
  SENP8 block-1: 0
  APOBEC3G inh: -2
  SENP7 block: 1
  SENP1 inh: 2
  SENP8 block-2: 22
  UBC13 polyUb: 5
  SENP6 inh: 3
> O=C(NCCc1cccc(F)c1)C1CCN(S(=O)(=O)c2ccc(F)cc2)CC1
  Apaf1 inhib: 5
  SENP8 block-1: 2
  APOBEC3G inh: 4
  SENP7 block: 5
  SENP1 inh: 2
  SENP8 block-2: 16
  UBC13 polyUb: 7
  SENP6 inh: 0
> Cc1ccc(OCC(=O)Nc2ccc(C(=O)O)cc2NC(=O)COc2ccc(C)c(C)c2)cc1C
  Apaf1 inhib: 14
  SENP8 block-1: -1
  APOBEC3G inh: -6
  SENP7 block: 5
  SENP1 inh: 0
  SENP8 block-2: -4
  UBC13 polyUb: -16
  SENP6 inh: -7

# Next part
SMILES,Apaf1 inhib,SENP8 block-1,APOBEC3G inh,SENP7 block,SENP1 inh,SENP8 block-2,UBC13 polyUb,SENP6 inh
CCN(CC(=O)Nc1ccc(OC)cc1)C(=O)C1CCN(C(=O)c2ccc(Cl)cc2)CC1,58*,-2,-7,0,0,2,40,-12
CC(C)(C)NC(=O)Cn1c(=O)c(=O)n(Cc2ccccc2)c2ccc(Cl)cc21,19,-10,-10,-3,2,-198,3,-39
O=C(CCSc1ccc(Cl)cc1)N1CCN(S(=O)(=O)c2ccccc2)CC1,14,-8,-7,-5,2,13,-6,-27
Cc1nn(CCCC(=O)Nc2ccccn2)c(C)c1[N+](=O)[O-],-11,-4,-3,2,0,-3,2,3
CCOC(=O)C1CCN(C(=O)COC(=O)CCOc2ccc(C)cc2)CC1,25,-5,-7,-18,0,23,-6,-12
COC(=O)COc1ccccc1C(N)=O,10,2,1,5,2,6,-16,0
O=C(OCc1c(F)cccc1Cl)c1cc([N+](=O)[O-])ccc1N1CCOCC1,21,4,-8,-9,0,30,-9,-2
COc1ccc(S(=O)(=O)N2CCN(C/C=C/c3ccccc3)CC2)cc1NC(C)=O,7,-11,-4,-13,-2,18,-1,14
O=C(CN1C(=O)CCC1=O)Nc1nc(-c2ccc(Oc3ccccc3)cc2)cs1,15,3,-3,13,1,11,-2,14
Cc1ccc(Nc2nc3nonc3[nH]c2=O)cc1C,18,48,-6,39,-4,7,-19,70*
COc1ccc(C(=O)NC(=S)NCc2ccccc2)cc1,9,3,-2,-2,-1,16,8,-8
Cc1ccccc1[C@@H]1C(C#N)=C(N)S[C@H]1C(=O)c1ccccc1,14,1,0,7,-12,-3,8,-3
Cc1ccc(C)c(Nc2ncnc3nc[nH]c23)c1,6,0,4,1,1,3,-2,1
COc1ccc(NC(=O)Oc2ccccc2)cc1Cl,-11,2,-7,3,2,10,2,-4
COc1ccc(C(=O)NNC(=O)C(=O)/C=C(\O)c2ccc(C)cc2)cc1,17,-14,-6,-9,13,14,-10,10
C#CCOC(=O)c1ccccc1C(=O)N(CC)CC,-13,-8,-4,0,1,16,-3,-19
CCCCCC#CCC#CCC#CCC#CCCCC(=O)O,41*,0,90,-2,·,·,28,-24
CCC(C)(C)NC(=O)CN(Cc1ccc2c(c1)OCO2)C(=O)CCC(=O)Nc1cc(C)ccn1,13,-7,3,7,0,8,3,-17
CCCc1ccc(C(=O)NNc2cccc(C)c2)cc1,13,-8,-3,-6,0,26,2,-7
CCOc1ccc(N2C(=O)c3cccnc3C2Nc2ccc(C)cc2)cc1 (stereo unspecified),-4,3,-1,-4,0,9,-2,11
CC(=O)O[C@H]1CSC[C@H]1NC(=O)c1ccccc1,-2,0,-1,-4,2,21,4,-9
Nc1ccc(C(=O)OCC(=O)NC2CCCc3ccccc32)cc1[N+](=O)[O-] (stereo unspecified),0,-2,-1,2,0,27,2,-13
CN1c2ccccc2C(=O)/C(=C\Nc2ncccn2)S1(=O)=O,-7,-5,-11,-2,1,-174,16,-1
Cc1cc(C(=O)N2CCCC(Nc3ccccc3)C2)c2ccc(F)cc2n1 (stereo unspecified),-2,-9,-7,-4,-1,8,4,-19
COc1ccccc1NS(=O)(=O)c1cc(NC(=O)C2CCC2)ccc1N1CCCCC1,-3,-4,49*,-1,0,13,-14,1
O=C(O)c1cc(S(=O)(=O)N2CCCCC2)ccc1Cl,-1,9,-2,4,0,15,-7,0
CCC(=O)c1ccc(OCC(=O)OCC(=O)NCc2cccs2)cc1,-2,-1,-7,-3,2,11,0,-7
CCCSc1ccc2nc(-c3ccccc3)cn2c1,25,96*,-11,98*,3,-356,2,96*
CCc1nnc(NC(=O)C2CCC(CNc3c(N4CCCCC4)c(=O)c3=O)CC2)s1 (stereo unspecified),-4,-3,-1,2,2,14,4,-10
Cc1ccc(CNC(=O)CN(C)S(=O)(=O)c2ccc(F)cc2)cc1,3,-5,1,-7,1,22,0,-15
COc1cc(CNc2cccc3[nH]c(C(F)(F)F)nc23)cc(OC)c1,14,-6,-10,-7,7,-13,1,9
CC(NC(=S)NCCc1ccccc1)C(c1cccs1)N1CCN(C)CC1 (stereo unspecified),3,1,0,4,3,8,6,2
O=C(CCCN1C(=O)S/C(=C/c2ccccc2)C1=S)Nc1ccc(C(=O)O)cc1,2,72*,-8,45,-21,12,-18,66*
Cc1ccc(-n2nc(C)c(/C=N/NC(=O)c3cccs3)c2Cl)cc1,6,-1,-8,4,-1,2,-8,-4
O=C(NCc1ccccc1F)C1CCCN1C(=O)Nc1ccc(F)cc1 (stereo unspecified),-2,9,3,0,-1,-2,1,-13
C=CCOC(=O)Cn1cnc2c(sc3nc(C)cc(C)c32)c1=O,1,0,-5,8,-31,-36,0,-13
CCC1=C2CC[C@H]3C(=O)N(C)C(=O)[C@H]3[C@H]2[C@@]2(Cc3ccccc3)C(=NCCOC)OC(=O)N2C1=O,-1,8,-1,-5,6,-2,-1,11
COc1cc(S(=O)(=O)Nc2cccc3cn[nH]c23)c(OC)cc1C,-4,2,-6,-3,0,-1,4,-2
O=C(Nc1cccc([N+](=O)[O-])c1)c1cc(S(=O)(=O)N2CCOCC2)cs1,2,-5,-6,-2,2,10,5,6
Cc1ccccc1-n1nnnc1Sc1nnnn1-c1ccccc1,15,-4,-6,-4,0,8,-8,-17
COc1ccc(S(=O)(=O)N2CCCC(N(C)CCc3ccccc3)C2)cc1OC (stereo unspecified),1,5,-8,0,-1,15,4,6
COc1cc(CNCCCN2CCOCC2)c(Br)cc1OC(C)C,-25,-10,-6,7,2,9,2,9
CCOc1ccc(S(=O)(=O)NCCC(=O)NC2=NCCS2)cc1,-1,0,-6,-9,-4,16,7,-13
COC(=O)[C@@H]1C[C@H]1[C@@H](NC(=O)c1cc(C)on1)c1ccccc1,-2,-4,-6,-1,-2,11,3,0
COc1ccccc1NS(=O)(=O)c1ccccc1C#N,-7,5,-5,-1,3,8,4,-31
N/C(=N\OC(=O)c1cc([N+](=O)[O-])ccc1Cl)c1ccccn1,3,-10,-10,-4,1,7,-4,-8
O=C(O)CN1C(=O)C(=O)N(Cc2ccccc2F)C1=O,-1,3,-9,-3,1,21,4,-15
COc1ccc(-n2nc(C(=O)NCC(=O)Nc3ccc(F)cc3)c3ccccc3c2=O)cc1,26,-5,2,-11,2,-212,8,-16
CCOC(=O)N1CCC(NC(=O)c2cc(C(=O)NCc3ccc(F)cc3)ccc2CO)CC1,-7,0,0,-4,0,18,-4,-10
CCn1c(CSc2nc3ccccc3s2)n[nH]c1=S,2,0,47*,-2,0,1,-5,-6
# Additional compounds
SMILES,Apaf1 inhib,SENP8 block-1,APOBEC3G inh,SENP7 block,SENP1 inh,SENP8 block-2,UBC13 polyUb,SENP6 inh
Cc1ccc(OCC(=O)NCCC2=CCCCC2)cc1,10,-4,-3,0,4,5,5,3
O=S1(=O)NC2c3ccccc3CC2O1 (stereo unspecified),31,-3,4,13,0,46*,-34,15
C=CCN1C(=O)c2oc3ccccc3c(=O)c2C1c1ccc(O)c(OC)c1 (stereo unspecified),-3,2,-8,3,-2,7,9,-4
OCCN1CCN(c2ncnc3scc(-c4ccc(F)cc4)c23)CC1,-16,-1,-4,-2,0,5,0,7
O=C(NCc1nnc(SCC(=O)N2CCN(c3ccccc3)CC2)o1)c1ccco1,-8,3,-2,-7,2,16,8,6
O=C(CSc1ncn(-c2ccccc2)n1)NCc1ccccc1,24,4,-1,10,1,9,-15,5
COc1ccccc1CO/N=C/NC(=O)c1c(OC)ccnc1Oc1ccc(F)cc1,-2,-10,-4,-13,3,13,1,-12
O=C(Cc1ccc(S(=O)(=O)N2CCCC2)s1)N1CCOCC1,-6,4,-2,1,-2,5,6,-10
O=C(Nc1ccc2c(c1)nc1n2CCN(C2CCCCC2)C1)NC1CCCCC1,20,3,-5,-4,·,·,-22,4
O=C(NC(Cc1ccccc1)C(=O)O)c1cccnc1Cl (stereo unspecified),-4,0,-7,-3,-3,8,5,9
CCCc1cc(=O)[nH]c(=S)[nH]1,7,-6,-8,-6,1,6,-12,-18
CCC1CCCCN1CCCNC(=O)C1CC(=O)N(CCc2ccccc2)C1 (stereo unspecified),1,-7,-7,9,-4,15,2,-11
CCC(C(=O)Nc1cc(Cl)c(OC)cc1OC)c1ccccc1 (stereo unspecified),-4,4,-7,2,1,7,-4,3
[N-]=[N+]=NC1C[C@H](n2ccc(=O)[nH]c2=O)O[C@@H]1CO (stereo partly specified),2,-10,-9,-13,1,7,-6,-2
Cc1[nH]nc2c1C(c1ccc(-c3ccc(Cl)cc3)o1)C(C#N)=C(N)O2 (stereo unspecified),27,-4,-2,4,-25,-324,-22,5

# Screening data as filed in PubChem.
